Thrombin inh = human alpha-thrombin inhibitors, primary screen, counter-screen for coagulation protease inhibitor project, biochemical, 1536-well, fluorogenic AMC substrate | Prothrombin (Homo sapiens), P00734 | Boc-VPR-AMC fluorogenic substrate cleavage | inhibition, % at 5 µM | 220,000 tested, 0.26% active | AID 1046, 2008;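 active = inhibition at or above 40%; inactive = inhibition below 40%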;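 also: 0% = enzyme with no compound and 100% = wells without enzyme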
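Material: human alpha-thrombin protein; Also added: Boc-VPR-AMC substrate, 15 µM final; Timing: enzyme reaction carried out at room temperature; Signal: fluorescence, ex 355 nm, em 460 nm; Measure: % inhibition of thrombin; Controls: enzyme without compound as high, wells lacking enzyme as low.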
PERK inh = block of dimerizer-induced PERK translation repression, primary screen, PERK inhibitor project, CHO PERK-DD cells, SEAP luminescence, HTS. inhibition, % at 5.6 µM. 220,000 tested, 0.17% active. Eukaryotic translation initiation factor 2-alpha kinase 3 (Homo sapiens), Q9NZJ5. CHO PERK-DD fusion, SEAP luminescence translation reporter;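 active = inhibition above the mean inhibition of all tested compounds plus 3 SD, set separately per screening campaign, cut at about 2.9% in these data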;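 also: PERK kinase domain activated by AP20187 dimerizer at 100 nM; 0% = DMSO with dimerizer and 100% = rapamycin at 8.4 µM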
KCC2 mod = KCC2 cotransporter modulators, thallium flux, primary screen, cell-based, HEK293 KCC2, FluoZin-2 fluorescence, MLSMR; Solute carrier family 12 member 5 (Homo sapiens), Q9H2X9; KCC2 cells, thallium flux FluoZin-2 fluorescence; B-score of Tl+ flux slope (higher = more flux/activation; lower = inhibition) at 10 µM; 190,000 tested, 2.2% active; AID 1456, 2008;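 active = thallium flux slope and its plate-corrected score both differing from the plate sample mean at a set confidence after two filtering rounds, in either direction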;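 also: slope of fluorescence scaled to starting intensity during 10 to 20 s after thallium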
Rad51 HR inh = human RAD51 strand exchange inhibitors, primary screen, biochemical, fluorescence; DNA repair protein RAD51 homolog 1 (Homo sapiens), Q06609; hRad51 DNA strand exchange, fluorescence dequenching; inhibition, % at 10 µM; 200,000 tested, 0.085% active;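 active = inhibition above 40% at the single screening dose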;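 also: 0% = DMSO control wells and 100% = blanks with heterologous ssDNA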
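Test system: preformed human Rad51 ssDNA filaments; also added: Donor/quencher-labelled 47-bp dsDNA substrate; doses: 10 µM final, single point; times: 37 °C 15-min filament assembly, 30-min compound preincubation, 15-min exchange; detection: FRET fluorescence dequenching, excitation 485 nm, emission 520 nm; read-out basis: Fluorescence-based percent inhibition, control- and blank-normalised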
FXIIa inh 1536 = human FXIIa protease inhibitors, primary screen, biochemical, 1536-well | Coagulation factor XII (Homo sapiens), P00748 | purified FXIIa, Boc-QGR-AMC fluorogenic substrate, 2 h | inhibition, % at 5 µM | 220,000 tested, 0.3% active; in the data active = inhibition above about 40%;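 also: 0% = enzyme with no compound and 100% = blank without enzyme; many of its hits are not listed in these tables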
FXIa inh 1536 = human FXIa protease inhibitors, primary screen, biochemical, 1536-well; Coagulation factor XI (Homo sapiens), P03951; purified FXIa, Boc-Glu-Ala-Arg-AMC fluorogenic substrate; inhibition, % at 5 µM; 220,000 tested, 0.14% active;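 active = inhibition of at least 40%; inactive = inhibition below 40%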;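 also: fluorescence of freed AMC excited at 355 nm; 0% = enzyme without compound and 100% = no enzyme blank; many of its hits are not listed in these tables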
Calpain2 inh = inhibitors of pig calpain II, primary screen, biochemical, fluorogenic peptide substrate, 1536-well. 220,000 tested, 0.37% active. purified calpain II, 30 min. inhibition, % at 16 µM;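 active = inhibition above about 50%, limit read from the data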
hK5 inh = human KLK5 protease inhibitors, primary screen, biochemical, 1536-well | Kallikrein-5 (Homo sapiens), Q9Y337 | recombinant hK5, fluorogenic AMC substrate cleavage | inhibition, % at 5 µM | 210,000 tested, 0.59% active | AID 873, 2007;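 active = inhibition of 40% or more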;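 also: 0% = enzyme controls without compound and 100% = no-enzyme blanks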
Target sequence (Q9Y337 67-293 limits assumed): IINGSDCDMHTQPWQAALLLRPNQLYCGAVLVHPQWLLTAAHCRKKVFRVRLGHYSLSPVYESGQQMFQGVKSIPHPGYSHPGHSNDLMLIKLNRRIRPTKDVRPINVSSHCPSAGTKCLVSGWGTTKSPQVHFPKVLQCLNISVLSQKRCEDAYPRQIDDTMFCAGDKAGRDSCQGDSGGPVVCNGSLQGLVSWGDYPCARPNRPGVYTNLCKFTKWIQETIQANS
Furin inh = human furin inhibitors, primary screen, biochemical, fluorescence intensity | P09958 | purified furin, fluorogenic substrate cleavage | inhibition, % at 30 µM | 220,000 tested, 0.061% active | AID 463115, 2010; in the data active = inhibition above about 25%; also: inactives centre near -15
Target sequence (P09958 108-714 limits assumed): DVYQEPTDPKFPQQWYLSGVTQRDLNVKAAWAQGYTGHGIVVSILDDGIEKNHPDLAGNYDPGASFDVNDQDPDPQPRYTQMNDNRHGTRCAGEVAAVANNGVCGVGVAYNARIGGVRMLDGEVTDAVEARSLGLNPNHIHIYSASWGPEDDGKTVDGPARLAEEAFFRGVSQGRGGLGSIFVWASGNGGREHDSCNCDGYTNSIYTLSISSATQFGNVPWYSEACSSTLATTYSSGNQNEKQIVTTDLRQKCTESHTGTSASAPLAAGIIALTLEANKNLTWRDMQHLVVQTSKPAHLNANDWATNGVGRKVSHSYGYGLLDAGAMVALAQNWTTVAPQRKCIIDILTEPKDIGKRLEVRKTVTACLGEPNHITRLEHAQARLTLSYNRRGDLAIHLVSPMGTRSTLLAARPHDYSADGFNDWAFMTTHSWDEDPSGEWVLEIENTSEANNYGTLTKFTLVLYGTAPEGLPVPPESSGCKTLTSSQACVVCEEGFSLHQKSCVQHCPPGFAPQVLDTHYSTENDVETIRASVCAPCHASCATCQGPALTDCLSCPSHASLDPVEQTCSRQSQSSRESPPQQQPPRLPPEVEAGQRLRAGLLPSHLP
Numbers without * were called inactive; i = inactive; . = no result given; [ ] = another dose, or the depositor's remark.

SMILES	Thrombin inh	PERK inh	KCC2 mod	Rad51 HR inh	FXIIa inh 1536	FXIa inh 1536	Calpain2 inh	hK5 inh	Furin inh
CCCCS(=O)(=O)/C=C\C1C2C=CC(C2)C1S(=O)(=O)CCCC (centres undefined)	4	-0.5	.	-5	7	0	-12	3	-5
COc1ccc(N=C2SC(C(=O)O)CC(=O)N2Cc2ccc(OC)c(OC)c2)cc1 (centres undefined)	0	0.6	0.49	4	-4	2	-27	-8	-24[20 µM]
CC(C)c1[nH]nc2c1C(C1C=CCCC1)C(C#N)=C(N)O2 (centres undefined)	0	0.5	-1.3	23	10	4	6	-3	-9
O=C(Cc1cccc2ccccc12)OCn1nnc2ccccc2c1=O	0	1.2	-1.4	1	19	18	20	4	0
CCn1c(=O)cc(N2CCCCC2)[nH]c1=O	3	0.4	0.5	-1	4	-1	-12	-4	-15
Cc1ncoc1C(=O)N1CCCC(C(=O)c2ccc(-c3ccccc3)cc2)C1 (centres undefined)	1	0.2	-3.3*	-4	5	-3	-16	1	-22
O=C(CCN1c2ccccc2Sc2ccccc21)Nc1ccccc1	0	-2.2	.	-1	8	-1	-2	-6	-5[20 µM]
Cc1ccc(OC(=O)C(C)c2cccc(C(=O)c3ccccc3)c2)cc1 (centres undefined)	4	-0.1	-1.3	1	13	2	12	-13	-12[20 µM]
CC(=O)Nc1ccc(S(=O)(=O)Nc2cccc(-c3nc4ccccc4o3)c2)cc1	-8	0.6	.	1	-12	4	-95	-16	-18[20 µM]
CCS(=O)(=O)N1CCC(C(=O)NCCCN2CCC(Cc3ccccc3)CC2)CC1	0	-0.5	.	.	20	5	4	-5	-5
COC(=O)C1CCN(c2cc(=O)n(C3CCCCC3)c(=O)[nH]2)CC1	-2	0.1	.	2	-7	-8	6	2	-22
CC(C)(C)NC(=O)C1Cc2ccccc2CN1 (centres undefined)	-8	-0.2	0.69	-18	25	29	13	33	-11

4 entries from above, arranged by SMILES length, high to low:
SMILES	Thrombin inh	PERK inh	KCC2 mod	Rad51 HR inh	FXIIa inh 1536	FXIa inh 1536	Calpain2 inh	hK5 inh	Furin inh
CC(=O)Nc1ccc(S(=O)(=O)Nc2cccc(-c3nc4ccccc4o3)c2)cc1	-8	0.6	.	1	-12	4	-95	-16	-18[20 µM]
Cc1ccc(OC(=O)C(C)c2cccc(C(=O)c3ccccc3)c2)cc1 (centres undefined)	4	-0.1	-1.3	1	13	2	12	-13	-12[20 µM]
CCn1c(=O)cc(N2CCCCC2)[nH]c1=O	3	0.4	0.5	-1	4	-1	-12	-4	-15
CC(C)(C)NC(=O)C1Cc2ccccc2CN1 (centres undefined)	-8	-0.2	0.69	-18	25	29	13	33	-11

Additional results follow.
SMILES	Thrombin inh	PERK inh	KCC2 mod	Rad51 HR inh	FXIIa inh 1536	FXIa inh 1536	Calpain2 inh	hK5 inh	Furin inh
Cc1ccc(C2C(C#N)=C(N)Oc3cc(C)oc(=O)c32)o1 (centres undefined)	-5	0.3	0.43	8	11	-2	-20	1	-19
CCOC(=O)c1c(C)[nH]c(C(=O)CSc2nc(C)cc(C)n2)c1C	2	0.4	-0.37	0	15	7	-22	-10	-18
O/N=C/c1ccccc1Oc1ccc(Cl)cc1	-4	0.8	-1.5	2	7	2	9	.	-27
CCOc1ccc(/C(O)=C2\C(=O)C(=O)N(CCN(C)C)C2c2cccc(OC)c2OC)cc1Cl (centres undefined)	-2	0.1	.	-4	8	12	18	4	-23[20 µM]
O=C(CNCC1CCCO1)Nc1ccccc1N1CCOCC1 (centres undefined)	-8	0.6	0.95	0	8	0	14	-2	-24
CCn1c2ccccc2c2cc(NC(=O)c3cc(C)on3)ccc21	3	0.0	-0.16	8	-2	1	-3	-18	-18
C/C=C(\C)CN1CCc2cc(OC)c(OC)cc2C1	-2	-0.1	0.67	0	7	1	-55	-12	-15[20 µM]
CSC1=NC(C)(C)C=C(/C=C/c2ccc(Cl)cc2)N1	-16	0.0	0.54	-12	5	-3	-6	-13	-10
O=C(NCc1ccc2c(c1)OCO2)c1cc2n(n1)C(C(F)(F)F)CC(c1ccc3c(c1)OCO3)N2 (centres undefined)	9	0.5	-0.49	.	9	11	15	17	-18
Nc1sc(-c2ccccc2)cc1C(=O)O	-7	0.3	-0.5	.	0	5	-29	-22	-4[20 µM]
COc1ccc(C(=O)N2CCN(S(=O)(=O)N3CCOCC3)CC2)cc1OC	-4	-0.6	0.15	.	6	-4	15	2	-21[20 µM]
O=C(c1nnc(-c2ccc(Cl)cc2)o1)C1CCCC1	-11	0.3	0.26	-3	3	-5	23	-7	-26
Cc1ccc2[nH]c(=O)c(CN(CCN3CCOCC3)C(=O)Nc3ccc(F)cc3)cc2c1	-11	-0.8	.	9	-6	2	10	-6	-12
O=C(NCCc1ccccc1)C(NS(=O)(=O)c1cccc2nsnc12)c1ccccc1 (centres undefined)	-6	-0.8	-0.63	.	3	-3	1	-14	-21
CCC(C)(C)NC(=O)C(c1ccc(C)cc1)N(Cc1cccnc1)C(=O)c1csnn1 (centres undefined)	-1	-1.6	0.61	-4	11	6	-21	-9	-15[20 µM]
Cc1ccc2nsnc2c1NS(=O)(=O)c1c(C)ccc2nsnc12	2	0.5	7.6*	-4	7	3	20	1	-7
N#CC(=C=[N-])/C=C(\C(=O)c1ccccc1)[n+]1ccccc1	-3	0.7	-0.28	15	6	3	22	-9	5
CSc1nc(N(C)C)c2ccccc2n1	0	1.1	-0.69	19	0	-6	-1	-10	-15
Clc1ccc(Oc2nnnn2-c2ccccc2)cc1	3	-0.2	-1.4	2	9	0	-10	-1	-28[20 µM]
Cc1nn(Cc2ccc(C(=O)NN)cc2)c(C)c1Cl	3	-1.8	1.5	3	12	5	6	3	-15
CCO[C@@H]1OC(C(=O)NC2CC2)=C[C@H](c2ccc(Br)cc2)[C@H]1CCCO	-10	.	-0.37	-1	-1	-6	-12	-3	-26
Cc1ccccc1NC(=O)CN1C(=O)S/C(=C\c2cccn2-c2cccc(C(=O)O)c2)C1=O	7	0.8	.	-4	20	9	-32	7	1[20 µM]
O=C(Nc1cccc(Cl)c1)C1=Cc2cc(Cl)ccc2OC1	-18	0.4	0.18	-7	20	-2	-9	-19	-5[20 µM]
CCOCCn1c(N(C)Cc2ccccc2)nc2c1c(=O)[nH]c(=O)n2C	-3	-0.2	1	1	-2	-19	21	-3	-15
O=C(O)CSc1nnc(SCc2cccc3ccccc23)s1	3	2.3	.	8	7	2	17	2	-8[20 µM]
COc1ccc(C(=O)Nc2cnc3sc(C)nn3c2=O)cc1	-10	0.6	0.58	6	3	-6	-23	-9	-17
CCOc1ccc(/C=C2\SC(=S)N(NS(=O)(=O)c3ccccc3)C2=O)cc1OC	-16	0.0	7*	.	2	2	21	-1	1
COc1ccccc1NC(=O)CSc1nc2ccccc2cc1Cc1ccccc1	-3	-0.8	0.03	1	-12	-4	23	2	-6[20 µM]
O=C(c1cc(-c2ccco2)nc2ccccc12)N1CCN(c2ccc(F)cc2)CC1	-11	-1.4	-2	-2	14	8	-87	-23	-5
O=C(COC(=O)CC12CC3CC(CC(C3)C1)C2)Nc1cccnc1Cl	-6	-0.3	0.19	26	0	9	59*	-1	-4
CC(C)(C)c1ccc(C(=O)NC(Cc2ccccc2)C(=O)O)cc1 (centres undefined)	4	1.1	0.58	-1	8	8	11	2	-27[20 µM]
O=S(=O)([N-]c1nc2ccccc2nc1-n1cc[n+](Cc2ccccc2)c1)c1ccc(Br)cc1	-2	0.3	0.29	13	5	1	-45	2	-10
O=C(NC(n1ccc(=O)[nH]c1=O)C(Cl)(Cl)Cl)C12CC3CC(CC(C3)C1)C2 (centres undefined)	-6	1.0	-1.2	-40	4	3	35	-5	-7
NC(=O)NC(c1ccccc1)c1ccccc1F (centres undefined)	-5	1.1	0.76	-1	5	-15	-39	-8	-4[20 µM]
Cc1[nH]c2ccccc2c1C(=O)COc1ccccc1	.	0.5	-1.1	-11	6	2	33	0	-1
Cc1cccc(NC(=O)CSc2nccn2C)c1	.	0.7	2.1	5	.	.	.	.	-16[20 µM]
CCOC(=O)Cc1nnc(-c2ccccc2)o1	-5	1.0	-0.89	-2	2	-3	-5	-7	-17
O=C(c1ccoc1)N1CCC2(CC1)Oc1ccc(F)cc1C(=O)C21CC(c2ccccc2)=NO1 (centres undefined)	-2	.	-0.23	-6	9	2	-63	4	-27
COCCNC(=O)CN(c1ccc(OC)c(OC)c1)S(=O)(=O)c1ccc(C)cc1	3	-0.1	0.57	-6	24	8	-8	-5	-11
CC1CCN(C(=O)Cc2nn(C)c(=O)c3ccccc23)CC1	15	-0.6	.	7	-12	-9	12	2	-24
CCOC(=O)c1nn(-c2c(C)n(C)n(-c3ccccc3)c2=O)cc1O	-3	-0.4	0.89	1	9	-4	-105	-19	-11
Cc1ccc(OCCN2CCN(C(=O)CCC(=O)Nc3nnc(CC(C)C)s3)CC2)cc1	0	-2.0	-0.7	14	7	7	8	7	-9
O=C(NCCCN1CCCCCC1)c1ccc(CS(=O)(=O)Cc2ccccc2F)o1	-4	0.4	-0.014	4	-3	-7	25	-37	-18[20 µM]
Cc1c(C)c2ccc(OCC(=O)N3CCOCC3)c(C)c2oc1=O	-1	1.7	0.0043	2	-15	-6	-194	-14	-29
COCCN=C1Sc2nc3ccc(C)cc3cc2CN1Cc1ccco1	4	-1.6	0.8	-7	11	6	4	-22	-12[20 µM]
Cc1nn(Cc2ccc(Cl)cc2Cl)c(C)c1NC(=O)c1nn(C)cc1Cl	3	-1.1	-0.049	-9	15	2	60*	20	-19[20 µM]
COC(=O)c1c(C(=O)OC)c(C)n(Cc2cccnc2)c1C	1	1.0	-0.9	0	15	0	-21	-11	-23[20 µM]
CCOc1ccc(C=Nc2cccc3ncccc23)cc1	-8	1.2	-0.8	-4	1	-4	14	-4	-9
COCCCNC(=O)C1CCCN(S(=O)(=O)c2ccc(C)cc2)C1 (centres undefined)	0	0.0	-1.2	-7	18	10	0	26	-28[20 µM]
Cc1sc(=NC(=O)c2ccco2)n(C)c1-c1ccccc1	5	0.5	-0.72	-7	17	5	-1	-28	6[20 µM]
CCOC(=O)CN1C(=O)COc2ccc(Cl)cc21	-18	-0.5	0.21	3	-2	5	-3	2	-30
OCc1cn(-c2ccc(Cl)cc2)nn1	-3	1.8	0.18	16	9	-1	-10	-3	-32
CNc1nnc(-c2ccncc2)s1	0	0.6	0.56	-6	-8	7	i	-1	-26[20 µM]
O=C(N1CCOCC1)N1CCCN(C(=O)N2CCOCC2)CC1	0	0.1	0.19	-1	5	4	-38	-10	-21[20 µM]
COc1ccc(-c2nnc(N3CCC(C)CC3)c3ccccc23)cc1	2	1.2	-0.64	.	14	-1	-20	-17	-23[20 µM]
Cc1c(NC(=O)CN2CCN(C(c3ccccc3)c3ccccc3)CC2)c(=O)n(-c2ccccc2)n1C	1	-2.0	0.94	2	13	1	-17	-11	-10

An excerpt. The share of hits here may be higher or lower than overall.
